GLP1R cytotox: qHTS of GLP-1 Receptor Inverse Agonists: Cytotox Screen | actives 0.13% (n = 410,000) | HEK293 cAMP-luciferase reporter cells, luminescence, 24 h | AID 624418, 2012 | Potency, µM (doses to about 38.3 µM), for the others: at the highest dose activity change, negative = inhibition, most hits filed as inhibitors;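 further: loss of luciferase light is scored as toxicity; potency means the concentration at half of the fitted maximal effect; on the % scale 0 is the no-effect control and ±100 the full control effect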
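Here, cytotoxicity is scored as loss of luminescence. The MLSMR collection was tested on cells seeded in medium containing 10% Nu serum, with a 24 hr compound exposure preceded by 12 hours of culture.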
KB-V1 cytotox: qHTS assay for MDR1-selective chemotherapeutics: Primary screen using the drug-selected MDR subline cells KB-V1; KB-V1 MDR cells viability, CellTiter-Glo, 72 h; actives 3.4% (n = 400,000); Potency, µM (top dose mostly 46.1 µM), for the others: at the highest dose activity change, negative = cytotoxicity, usual class: cytotoxic; further: potency means the concentration at half of the fitted maximal effect; on the % scale 0 is the no-effect control and ±100 the full control effect; nearly all actives have a fitted effect of over 60% in size
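Cytotoxicity via CellTiter-Glo luminescence after 72 h compound exposure at 37 degrees C. Cells: drug-selected KB-V1 line, DMEM phenol-red free plus 10% FBS. Compounds tested at multiple concentrations; normalized data fitted to concentration-effect curves.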
DRD3 agonist: qHTS of D3 Dopamine Receptor Agonist: qHTS | D3R DiscoveRx beta-arrestin cells, luminescence, 90 min | max activation, % | actives 0.58% (n = 410,000) | AID 652048, 2013; in the data active means max activation above about 30%; further: 0% is about no effect; mostly tested at two doses, the higher about 12 µM
Target sequence (P35462 whole entry, looked up): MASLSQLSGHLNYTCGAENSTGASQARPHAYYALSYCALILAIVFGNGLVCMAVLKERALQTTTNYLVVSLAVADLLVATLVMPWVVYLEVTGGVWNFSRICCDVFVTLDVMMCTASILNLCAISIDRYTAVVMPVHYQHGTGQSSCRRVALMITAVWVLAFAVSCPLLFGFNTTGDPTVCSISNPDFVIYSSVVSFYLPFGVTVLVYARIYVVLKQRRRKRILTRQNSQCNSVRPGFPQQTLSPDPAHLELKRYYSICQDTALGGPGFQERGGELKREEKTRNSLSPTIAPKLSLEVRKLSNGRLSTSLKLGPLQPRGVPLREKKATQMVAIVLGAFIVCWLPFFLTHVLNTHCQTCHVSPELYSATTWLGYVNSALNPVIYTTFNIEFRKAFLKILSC
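Agonist-mode cell screen: cells plated at 1500/well and incubated overnight at 37 °C, then exposed to library compounds for 90 min at 37 °C. Detection reagent was added for 30–60 min at room temperature, and luminescence was read.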
GLP-1R agonist: qHTS of GLP-1 Receptor Agonists; actives 0.007% (n = 380,000); HEK293 GLP-1R CRE-luciferase, luminescence, 4-6 h; cells express a hypersensitive GLP-1R form; AID 624172, 2012; Potency, µM (series often up to 45.6 µM), without a hit: at the top dose activation, most hits filed as activators; Glucagon-like peptide 1 receptor (Homo sapiens), P43220; further: potency means the concentration at half of the fitted maximal effect; % of control where 0% means no effect
Target sequence (P43220 whole entry, looked up): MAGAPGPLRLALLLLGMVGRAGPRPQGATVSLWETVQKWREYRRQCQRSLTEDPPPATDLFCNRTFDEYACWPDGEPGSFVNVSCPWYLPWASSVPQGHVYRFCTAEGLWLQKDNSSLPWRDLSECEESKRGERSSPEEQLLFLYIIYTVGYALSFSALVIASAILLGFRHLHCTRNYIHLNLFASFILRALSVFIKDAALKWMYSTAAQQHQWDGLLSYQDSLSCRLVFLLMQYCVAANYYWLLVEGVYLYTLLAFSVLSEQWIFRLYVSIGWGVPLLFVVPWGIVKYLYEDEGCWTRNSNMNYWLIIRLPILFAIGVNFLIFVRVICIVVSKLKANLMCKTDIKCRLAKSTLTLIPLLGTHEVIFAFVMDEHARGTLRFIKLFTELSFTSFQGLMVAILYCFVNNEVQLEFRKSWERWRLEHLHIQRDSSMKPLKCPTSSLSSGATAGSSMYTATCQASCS
D3 antag: qHTS of D3 Dopamine Receptor Antagonist: qHTS; actives 2.5% (n = 360,000); max response, negative = inhibition, %; D3R cells, DiscoveRx beta-arrestin luminescence, antagonist mode; hits give low values; D(3) dopamine receptor (Homo sapiens), P35462; in the data active means max response below about -50%; inconclusive means no clear call, values can overlap the other calls; further: on the % scale 0 is the no-effect control and ±100 the full control effect; mostly tested at two doses, the higher about 12 µM
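Cells expressing the human receptor were seeded at 1500 cells/well, incubated overnight at 37 degrees C in 5% CO2, then exposed to library compounds with dopamine controls for 90 minutes at 37 degrees C before luminescent detection.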
PTHR1 ag: qHTS for PTHR1 Agonists: Primary Screen. HEK293 GP2 PTHR1 cells, GloSensor cAMP luminescence, 1 h. Parathyroid hormone/parathyroid hormone-related peptide receptor (Homo sapiens), Q03431. actives 0.075% (n = 410,000). Potency, µM (titrated, usually from 115 µM), without a hit: at the top dose activation, most hits filed as activators; further: potency means the concentration at half of the fitted maximal effect; nearly all actives have a fitted effect of over 55% in size; some results filed as inactive show a strong effect at the top dose; inactives centre near -15; many of its hits are not listed in these tables
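HEK-293-derived GP2 cells expressing PTHR1 and a GloSensor cAMP reporter, 3,000/well, plated overnight, given luciferin plus IBMX (each 0.5 mM as added) for 1 h at 37 °C, then compound for 1 h at 37 °C. Luminescence was read after 15 min at room temperature.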
aSyn rescue: qHTS of alpha-syn Inhibitors. Yeast expressing alpha-synuclein, growth rescue, BacTiter-Glo, 24 h. Potency, µM (top dose mostly 46.1 µM), inactives show at the highest dose growth rescue (activation), actives largely listed as activators. actives 0.14% (n = 370,000). AID 652106, 2013; further: potency means the concentration at half of the fitted maximal effect; % of control where 0% means no effect; nearly all actives have a fitted effect of over 65% in size
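Rescue of yeast growth: cells expressing toxic alpha-synuclein, induced in galactose at OD600 0.02, incubated with compound 24 h at 30 C. ATP luminescence quantified growth; inhibitors of toxicity appear as activators.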
GLP-1R inv ag: qHTS of GLP-1 Receptor Inverse Agonists (Inhibition Mode); HEK293 GLP-1R CRE-luciferase, luminescence, 24 h; GLP-1R form is constitutively active; Potency, µM (series often up to 38.3 µM), for the others: top-dose activity change, negative = inhibition, most hits filed as inhibitors; actives 1.6% (n = 410,000); AID 624417, 2012; further: potency means the concentration at half of the fitted maximal effect; on the % scale 0 is the no-effect control and ±100 the full control effect; nearly all actives have a fitted effect of over 55% in size
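HEK293 cells stably co-expressing constitutively active GLP-1R and a cAMP-responsive luciferase reporter were seeded in DMEM with 10% Nu serum, given compounds after 12 h, and incubated 24 h at 37 deg C. Luminescence was then read.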
TDP43 rescue: qHTS of TDP-43 Inhibitors. TDP-43 expressing yeast growth rescue, BacTiter-Glo, 24 h. actives 1.8% (n = 410,000). AID 652104, 2013. Potency, µM (top dose mostly 46.1 µM), without a hit: top-dose growth rescue (activation), usual class: activators; further: potency means the concentration at half of the fitted maximal effect; % of control where 0% means no effect; nearly all actives have a fitted effect of over 50% in size
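Readout is BacTiter-Glo luminescence of cell growth, so inhibitors register as activators. TDP-43-expressing yeast at OD600=0.02 in galactose medium, after raffinose pregrowth to mid-log, were incubated with compound for 24 hr at 30 deg C.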
Active calls of the source: *; i = inactive; ? = inconclusive; · = no result given; [ ] = remark or other dose. Unless noted, the call rests on the fitted dose curve; in most records, active means well fitted curve in the direction sought with a large enough effect; inconclusive means small, poorly fitted or top-dose-only effect, or another doubt; inactive means no such curve, though single readings can be large; an effect the other way counts as inactive or inconclusive.

SMILES	GLP1R cytotox	KB-V1 cytotox	DRD3 agonist	GLP-1R agonist	D3 antag	PTHR1 ag	aSyn rescue	GLP-1R inv ag	TDP43 rescue
O=C1/C(=C/c2cccnc2)N2CCC1CC2	-10%	4%	14	8%	8	-13%	-1%	16%	-9%
O=C(CCl)N1CCN(C(=O)C2COc3ccccc3O2)CC1 (configuration not stated)	?	?	-4	2%	13	-22%	-2%	?	-8%
CN1CCN(C(=O)COc2ccc(C(C)(C)C)cc2Br)CC1	-22%	-16%	0	17%	0	-68%[inhibitor]	7%	?	-19%
NC(Cc1nc2ccccc2[nH]1)c1ccc(Cl)cc1 (configuration not stated)	5%	-25%	-7	3%	1	-15%	-1%	-30%	13%
Cc1ccc2c(c1)C1CN(C)CCC1N2C(=O)c1cccnc1Cl (configuration not stated)	2%	1%	-7	1%	0	5%	-1%	13%	12%
Cn1c(O)c(/C=N/N2CCOCC2)c(=O)[nH]c1=S	8%	10%	-7	19%	-6	-11%	-2%	11%	4%
Cn1cccc1CN1CCN(C(=O)COc2ccccc2)CC1	-8%	6%	-9	-4%	0	-13%[57.5 µM]	3%	-3%	6%
CCOC(=O)c1ccc(NC(=O)N2C[C@@H]3C[C@@H](C2)c2cccc(=O)n2C3)cc1	0%	5%	-3	-4%	38	-2%	2%	-5%	10%
Cc1ccccc1-n1nc(C)c2c1NC(=O)CSC2c1ccc(N(C)C)cc1 (configuration not stated)	-8%	0%	-1	·	·	-1%	·	?	0%
O=C1c2ccccc2C(=O)N1Cc1nc2ccccc2c(=O)n1-c1ccc(Br)cn1	-5%	-3%	1	-1%	0	-42%[inhibitor][57.5 µM]	8%	6%	?
COc1cc(CNCCc2ccc3c(c2)OCO3)ccc1O	4%	-5%	-1	-1%	17	-10%	3%	-11%	4%
ClCCOCCCl	1%	13%	-13	-8%	0	11%	-2%	4%	10%

Profiles from above:
Record of `CCOC(=O)c1ccc(NC(=O)N2C[C@@H]3C[C@@H](C2)c2cccc(=O)n2C3)cc1` = GLP1R cytotox: 0%; KB-V1 cytotox: 5%; DRD3 agonist: -3; GLP-1R agonist: -4%; D3 antag: 38; PTHR1 ag: -2%; aSyn rescue: 2%; GLP-1R inv ag: -5%; TDP43 rescue: 10%
Record of `NC(Cc1nc2ccccc2[nH]1)c1ccc(Cl)cc1` (configuration not stated) = GLP1R cytotox: 5%; KB-V1 cytotox: -25%; DRD3 agonist: -7; GLP-1R agonist: 3%; D3 antag: 1; PTHR1 ag: -15%; aSyn rescue: -1%; GLP-1R inv ag: -30%; TDP43 rescue: 13%

More compounds follow.
SMILES	GLP1R cytotox	KB-V1 cytotox	DRD3 agonist	GLP-1R agonist	D3 antag	PTHR1 ag	aSyn rescue	GLP-1R inv ag	TDP43 rescue
O=C1NC(=O)N(Cc2ccccc2)C(=O)/C1=C\C=C\c1ccco1	?	?	-2	12%	-19	-40%[inhibitor]	6%	?	3%
O=C(Nc1ccc(Br)cc1)c1ccc(F)c(S(=O)(=O)N2CCCc3ccccc32)c1	-10%	·	6	·	·	-12%	·	3.2µM*	19%
Cc1cc(OC(=O)N(C)C)nc(-c2ccc(C)c(Cl)c2)n1	0%	-28%	5	22%	-12	-5%	1%	?	8%
COC(=O)C1=C(c2ccc3ccccc3c2)C[C@@H]2CC[C@H]1N2C(=O)N1CCOCC1	1%	-17%	-26	1%	-3	-18%	10%	?	?
COC(=O)C[C@]1(C(=O)OC)CN(C#N)N(c2ccc(Cl)cc2)C12c1ccccc1-c1ccccc12	1.1µM*	5.8µM*	-8	-4%	-74*	-38%[inhibitor]	?	?	23%
COc1ccccc1CN(Cc1nc2ccccc2c(=O)[nH]1)S(=O)(=O)c1ccc2ccccc2c1	?	13µM*	17	-1%	15	-13%[57.5 µM]	4%	?	-7%
CCN(CC)c1ccc(/C=C2/C(=O)NC(=O)N(Cc3ccco3)C2=O)cc1	1%	10%	-9	-5%	5	-4%	-6%	-6%	0%
COC(=O)OCC12CCC(O1)C1(C)C(=O)OCC21 (configuration not stated)	-18%	?	2	0%	8	-18%	-4%	-9%	3%
CC(C)(C)c1ccc(OCCON2C(=O)CCC2=O)c(Cl)c1	-19%	12%	0	6%	-25	-7%	1%	4%	13µM*
O=P(C(Cl)Cl)(N1CCCCC1)N1CCCCC1	-9%	0%	0	2%	23	i	2%	0%	12%
CCN1CCN(c2ccc(S(=O)(=O)N3CCOCC3)cc2NC(=O)/C=C/c2ccc([N+](=O)[O-])cc2)CC1	?	-13%	0	9%	-1	i	-3%	?	6%
CCOc1ccc(C(C)=O)cc1Cn1ccsc1=N	0%	18%	10	-2%	15	-18%	-1%	-27%	?
O=[N+]([O-])c1ccc(N2CCNCC2)cc1N1CCCCCC1	?	-2%	-13	28%	7	i	-2%	?	-7%
O=C(Nc1ccc2c(c1)OCCO2)c1cccn(Cc2ccccc2)c1=O	9%	?	2	·	·	-26%	·	15%	20µM*
CC(C)COP(=O)(c1ccc(N(C)C)cc1)C(Nc1ccccc1)c1cccnc1 (configuration not stated)	-17%	23µM*	-6	0%	14	-23%	0%	-6%	-30%
COc1ccc(-n2c(=S)[nH]c3c(sc(=S)n3-c3ccccc3)c2=O)c(OC)c1	-1%[0.307 µM]	-4%	-11	-1%	-1	-24%	-26%	-11%[0.307 µM]	-92%[inhibitor]
Cc1ccccc1N1C(=O)CC(=O)N(c2ccccc2C)C1=O	-23%	11%	0	-2%	9	-3%	-3%	-7%	-5%
Cc1ccc2cc(C=C(C#N)C#N)c(Cl)nc2c1	152%[activator]	?	-1	-1%	6	-40%[inhibitor]	-4%	10%	-22%
CN1CCC2(O)OCCCC2C1 (configuration not stated)	2%	0%	2	6%	1	i	-2%	21%	-3%
CCOC(=O)C1C(=O)N(C)C2(C)CC1c1cc(OC)ccc1O2 (configuration not stated)	2%	-23%	1	12%	15	?	6%	4%	11%
CC(CN1CCOCC1)C(C#N)(c1ccccc1)c1ccccc1 (configuration not stated)	25%	-4%	-15	12%	7	i	10%	?	-19%
O=C1NC(=O)C(=Cc2ccccc2Oc2ccc(F)cc2)C(=O)N1	11%	3%	-15	1%	-13	i	-4%	4%	-13%
Cc1cccc(-n2c(/C=C/c3ccccn3)nc3ccccc3c2=O)c1	-10%	?	6	8%	1	-25%	1%	-11%	19%
O=C(NCC(c1cccnc1)N1CCN(c2ccccc2)CC1)Oc1ccccc1 (configuration not stated)	2%	4%	-11	-8%	-4	i	11%	6%	-15%
CCN(CC)S(=O)(=O)c1ccc(NN=C(C#N)C#N)cc1	-10%	11%	10	-22%	3	-33%[inhibitor]	-18%	?	3%
COc1nnc(-c2ccc(N3CCCCC3)c(NC(=O)c3ccccc3)c2)c2ccccc12	2%	-51%	4	-1%	·	-28%	·	-7%	?
FC(F)(F)c1ccc(-c2ccc3c(c2)CNCc2cnnn2-3)cc1	1%	11%	6	-5%	19	i	?	24%	?
COc1ccc(-c2cc(=O)c3c(OC)c(OC)c(OC)cc3o2)cc1	-1%	-6%	6	6%	46	-14%	8%	40%[activator]	?
CN1C2C=C(N(C(=O)c3ccc(Cl)cc3)c3ccccc3)CC1CC2 (configuration not stated)	5%	?	-10	9%	16	-2%	0%	?	7%
CC(C)C(CCN1C(=O)c2ccccc2C1=O)c1ccco1 (configuration not stated)	3%	5%	3	4%	5	i	·	29%	-2%
O=c1oc2ccccc2c(O)c1C(c1ccc([N+](=O)[O-])cc1)c1c(O)c2ccccc2oc1=O	?	-3%	-14	-5%	-18	i	-34%[inhibitor]	?	-23%[0.397 µM]
CCOCC1(CCc2ccccc2)C(=O)NC(=S)NC1=O	7%	-7%	-6	-4%	-27	i	-2%	-6%	2%
CCN1C(=O)c2ccccc2Sc2ccc(C(=O)N3CCC4(CC3)OCCO4)cc21	-7%	-9%	2	7%	-1	-35%[inhibitor]	-2%	11%	0%
CCOc1ccc(NS(=O)(=O)c2ccc(Cl)c(N=Nc3c(O)[nH]c(=S)[nH]c3=O)c2)cc1Br	-14%	?	0	-5%	17	i	?	-8%	4%
COc1ccccc1CN1CCN(C(=O)COc2ccc3ccccc3c2)CC1	2%	-9%	-19	-4%	-22	-7%	5%	10µM*	3%
Fc1ccc2c(c1)nnn2C1CCN(Cc2c(Cl)cccc2Cl)CC1	-6%	?	-23	-4%	-1	-7%	-10%	?	5%
Cc1cc(C)c(C2=NOC(O)(C(F)(F)F)C2)c(=O)[nH]1 (configuration not stated)	42%[activator]	-22%	-4	-3%	-5	i	-1%	0%	-8%
CC12CCC3c4ccc(OP(=O)(N5CC5)N5CC5)cc4CCC3C1CCC2=O (configuration not stated)	-5%	?	-6	19%	?	-1%	11%	55%[activator]	-5%
COc1cc(/C=C2/SC(=S)N(Cc3ccccc3)C2=O)ccc1OCC(=O)O	-23%	26%	-3	-3%	?	i	-7%	?	·
O=C(CCC1CCCN(Cc2cccc3c2OCO3)C1)NCc1ccc(F)c(F)c1 (configuration not stated)	-9%	-1%	-12	4%	-13	-2%	-3%	?	-15%
NC(=O)c1ccc(N=Cc2c(O)n(Cc3ccco3)c(=O)[nH]c2=O)cc1	1%	-3%	-9	-3%	-14	?	-3%	5%	-6%
C/C(CC(=O)NCc1ccccc1)=N\NC(N)=S	?	13%	-4	4%	-2	i	-1%	?	-3%
Cc1ccc(S(=O)(=O)NCCC(=O)Nc2ccc(Cl)cc2C(=O)c2ccccc2)cc1	11%	-4%	10	8%	-5	-16%	?	11µM*	?
O=C(/C=C/C=C/c1ccccc1)CC1(O)C(=O)Nc2ccccc21 (configuration not stated)	6%	-9%	-9	1%	0	-73%	-7%	?	3%

Only part of the results is shown. The share of hits here may be higher or lower than overall.
